# From PubChem BioAssay
# CatB mixtures – inhibitors of human cathepsin B in compound mixtures; hit rate 0.06% among 62,000; inhibition, %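 (ten-compound pools at 5 µM per compound and 50 µM total)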; Purified cathepsin B, AMC dipeptide fluorescence; P07858; AID 488; in the data active = inhibition above about 22%, passing the limit was not always enough;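 note: 0% = enzyme without compound and 100% = no enzyme blank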
# E coli RNAP – blocks E. coli RNA polymerase transcription; fluorescence transcription assay; inhibition, %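 (tested at 10 µM)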; hit rate 0.2% among 62,000; AID 559; in the data active = inhibition above about 20%;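 note: 0% = enzyme without compound and 100% = no enzyme blank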
# D1 allo mod – D1 dopamine receptor (human) allosteric modulation; P21728; HEK293 D1, CRE-luciferase, dopamine EC30 potentiation; actives deviate in either direction; B-score at 10 µM; hit rate 5.9% among 58,000; AID 641;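 active = luminescence count or its row- and column-corrected plate score outside the 99.7% band of the plate's sample wells, on either side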
# AP complement – alternative pathway complement inhibition, orthogonal assay; inhibition, % at 5 µM; hit rate 0.08% among 62,000; Human serum alternative complement pathway, LPS-coated ELISA, C3 deposition; tested in compound mixtures; AID 1235;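 active = inhibition above 30% in each of the two pooled mixtures holding the compound, so the lower value exceeds 30%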;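 note: 0% = serum in Mg-EGTA without compound and 100% = EDTA serum blank; some compounds past the cut are filed as inactive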
#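 Assay system: Human serum alternative complement pathway, C3 deposition on LPS-coated wells | Incubation: 1 h serum-compound exposure at 37 °C | Doses: 5 µM per compound in ten-compound mixtures | Read-out: Percent inhibition | Technique: ELISA with HRP anti-human C3 antibody, TMB substrate, absorbance 450 nm | Replication: Two pool placements per compound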
# Hsp90 inh – displaces geldanamycin probe from tumor Hsp90 | P07900 | NCI-N417 lysate Hsp90, Cy3B-geldanamycin FP displacement | inhibition, % at 30 µM | hit rate 0.35% among 64,000 | AID 429;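 active = inhibition above 50%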;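 note: 0% = tracer plus lysate wells and 100% = tracer alone without lysate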
# DUSP1 inh – human dual specificity phosphatase 1 inhibition; inhibition, %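 (compounds tested at a single concentration somewhere between 10 and 100 µM)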; recombinant MKP-1, OMFP hydrolysis fluorescence; hit rate 0.15% among 65,000; P28562; AID 374;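 active = inhibition above about 50%, limit read from the data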;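 note: 0% = DMSO max control wells and 100% = wells with enzyme stopped by NaOH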
# Target sequence (P28562 whole entry, looked up): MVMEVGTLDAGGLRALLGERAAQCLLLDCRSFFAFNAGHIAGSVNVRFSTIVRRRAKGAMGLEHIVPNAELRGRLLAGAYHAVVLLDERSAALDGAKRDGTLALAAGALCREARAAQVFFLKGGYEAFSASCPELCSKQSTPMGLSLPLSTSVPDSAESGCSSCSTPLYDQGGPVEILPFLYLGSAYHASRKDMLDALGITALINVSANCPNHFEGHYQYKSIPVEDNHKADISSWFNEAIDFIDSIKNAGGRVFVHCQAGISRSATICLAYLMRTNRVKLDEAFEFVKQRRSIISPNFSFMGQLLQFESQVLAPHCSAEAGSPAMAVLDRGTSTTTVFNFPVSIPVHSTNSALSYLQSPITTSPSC
# Cdc25B inh – inhibitors of human Cdc25B phosphatase. P30305. recombinant Cdc25B, OMFP fluorescence Ex485/Em525. inhibition, %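 (compounds tested at 10 µM final in the well)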. hit rate 0.1% among 65,000; in the data active = inhibition above about 50%
# Target sequence (P30305 whole entry, looked up): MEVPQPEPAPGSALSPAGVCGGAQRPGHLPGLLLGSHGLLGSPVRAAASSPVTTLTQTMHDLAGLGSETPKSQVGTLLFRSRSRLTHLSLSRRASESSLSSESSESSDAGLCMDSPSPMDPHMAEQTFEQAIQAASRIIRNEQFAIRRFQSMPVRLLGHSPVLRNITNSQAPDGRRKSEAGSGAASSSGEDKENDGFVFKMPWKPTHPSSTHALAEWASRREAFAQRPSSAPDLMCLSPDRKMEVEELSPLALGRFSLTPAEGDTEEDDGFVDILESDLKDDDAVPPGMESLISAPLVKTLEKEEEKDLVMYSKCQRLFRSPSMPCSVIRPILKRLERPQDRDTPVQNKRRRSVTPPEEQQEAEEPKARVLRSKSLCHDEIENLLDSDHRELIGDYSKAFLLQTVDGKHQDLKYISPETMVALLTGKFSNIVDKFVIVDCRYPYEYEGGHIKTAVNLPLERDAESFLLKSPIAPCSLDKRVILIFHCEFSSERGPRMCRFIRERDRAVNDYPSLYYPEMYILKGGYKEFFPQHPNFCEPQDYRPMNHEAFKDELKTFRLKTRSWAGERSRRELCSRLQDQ
# CatB block – blocks human cathepsin B protease activity. purified cathepsin B, fluorogenic substrate, fluorescence. inhibition, %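 (tested at 10 µM)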. hit rate 0.1% among 63,000. AID 453; in the data active = inhibition above about 21%;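 note: 0% = enzyme with no compound and 100% = no enzyme blank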
# tolC growth inh – blocks growth of E. coli BW25113 tolC mutant. OD615. growth inhibition, % at 10 µM (by protocol). hit rate 2.2% among 65,000. AID 573;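 active = growth inhibition at or above a cutoff equal to the mean over every tested compound plus 3 SD, cut at about 60% in these data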;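 note: growth measured after 20 h incubation at 37 °C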
#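 Test system: tolC-deleted E. coli BW25113; medium: LB with kanamycin 50 µg/mL; compound: single-point testing at 10 µM; incubation: 20 h compound exposure of bacteria at 37 °C; signal: OD at 615 nm; evaluation: growth inhibition in percent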
# * hit, by the source's call; . = no result given.
# The line under a structure holds: CatB mixtures	E coli RNAP	D1 allo mod	AP complement	Hsp90 inh	DUSP1 inh	Cdc25B inh	CatB block	tolC growth inh
1: C=C(C)Cn1c(C(C)NC(=O)CCC)nc2ccccc21 (stereo not drawn)
    1	6	0.32	-10	.	0	-3	4	-4
2: N=C1C(c2ccc(Br)cc2)=C(O)C2CCc3ccccc3N12 (stereo not drawn)
    0	-2	-0.36	-2	-1	-9	-16	4	14
3: COc1ccc(CCC(=O)Nc2ccc(-c3noc(-c4ccc(OC)c(OC)c4)n3)cc2)cc1
    6	4	-0.056	20	-10	17	-8	0	-15
4: Cc1nn(Cc2ccccc2)c(C)c1NC(=O)c1cc2nc(-c3ccco3)cc(C(F)(F)F)n2n1
    -8	4	3.6	-2	-5	39	4	4	18
5: Cc1cc(C(=O)COC(=O)c2csc3c2CCCC3)c(C)n1C
    0	2	-0.4	10	4	8	-18	-4	-5
6: COc1ccccc1C1(O)CC2CCC(C1)N2S(=O)(=O)c1ccc(C(C)=O)cc1 (stereo not drawn)
    -2	-1	1.8	-3	-1	2	-17	1	-8
7: N#Cc1cccc(C(c2nnnn2CCc2ccccc2)N2CCN(C3CCCCC3)CC2)c1 (stereo not drawn)
    5	7	-0.29	-8	-4	11	4	2	20
8: CCOc1ccccc1CN1CCN(S(=O)(=O)CC)CC1
    0	6	-0.22	12	-1	-23	-10	2	-18
9: CCOC(=O)c1cncc(NC(=O)c2ccccc2)c1
    -2	1	-0.27	13	3	3	6	2	-27
10: COc1ccc(/C=N/n2c(SC)nnc2-c2ccccc2)c(OC)c1OC
    1	4	0.38	12	0	4	-9	-3	22
11: CCC(c1nnnn1C1CCCC1)N(Cc1cccs1)Cc1cc2cccc(C)c2[nH]c1=O (stereo not drawn)
    -1	8	1	-1	5	18	8	0	14
12: O=C(CCCn1c(SCC(=O)c2ccc(Cl)cc2)nc2ccccc2c1=O)NCc1ccco1
    35	3	-0.1	11	-3	2	0	-8	-2
13: CC1CCN(S(=O)(=O)c2ccc(-c3nnc(SCc4cccnc4)o3)cc2)CC1
    9	8	-0.71	0	2	-5	18	0	-11
14: CCOc1ccc2nc(NC(=O)CSc3nc4c(c(=O)n(C)c(=O)n4C)n3C(C)C)sc2c1
    10	9	4*	-1	-1	37	2	2	27
15: Clc1cccc(Cl)c1COc1ccncc1
    6	0	-0.69	-9	-4	-14	-2	10	-11
16: COc1ccccc1Cn1nnc2c(=O)[nH]c(C3CCN(C(=O)c4ccc(F)cc4)CC3)nc21
    2	5	0.69	14	-5	-2	19	0	-7
17: CC1CCN(c2oc(Cc3cccc4ccccc34)nc2C#N)CC1
    -2	8	-0.59	5	-2	-12	-13	2	48
18: Cc1ccc(C(C)C)cc1C(=O)CC1(O)C(=O)N(C)c2ccccc21 (stereo not drawn)
    5	6	0.98	3	-2	-12	-4	0	18
19: CCn1c(=N)c(S(=O)(=O)c2ccc(F)cc2)cc2c(=O)n3ccccc3nc21
    -3	10	4.9*	5	-7	-17	-1	-6	4
20: COc1ccc(C2NC(=O)NC(C)=C2C(=O)Nc2cccc(C)c2C)cc1 (stereo not drawn)
    0	-5	-0.11	13	-2	10	-1	-3	-7
21: Cc1cccc(N(CC(=O)NCc2ccc3c(c2)OCO3)C(=O)CCC(=O)Nc2ccccn2)c1
    -6	5	0.013	10	1	10	6	1	6
22: Cc1nc2ncnn2c(C)c1CCC(=O)N1CCN(c2ccccn2)CC1
    0	5	.	0	1	3	-7	-2	-12
23: Nc1cc(=O)[nH]c(SCc2nc3ccccc3n2Cc2ccccc2)n1
    -1	3	0.0091	8	-2	-3	-6	3	7
24: COC(=O)CN(c1nc(C)cc(OC)n1)S(=O)(=O)c1ccc(C)cc1
    3	14	1.8	0	-4	-3	0	5	0
25: O=C(CSc1ncn[nH]1)NCCCc1ccccc1
    6	7	.	4	-1	-1	-10	1	-8
26: CC1Cc2ccccc2N1Cc1nc2scc(-c3cccs3)c2c(=O)[nH]1 (stereo not drawn)
    4	3	0.94	14	.	15	8	7	20
27: COc1cc2c(C(=O)NC3CCCCCC3)cn(C)c(=O)c2cc1OC
    0	5	0.5	14	-4	28	-1	-1	-8
28: COc1ccc(CNC(=O)C2CCN(S(=O)(=O)c3ccc(-c4nn[nH]n4)cc3)CC2)cc1
    -1	-1	0.57	28	2	-12	-2	-4	-28
29: CC(=O)Nc1ccc(S(=O)(=O)NCc2cn3c(C)csc3n2)cc1
    5	5	0.83	-6	-10	-2	-8	4	-6
30: COc1cc(OC)c(NC(=O)c2ccoc2C)cc1Cl
    0	5	-0.54	5	-4	2	-19	3	1

# The last five records of the part before come first, to join the parts:
# The line under a structure holds: CatB mixtures	E coli RNAP	D1 allo mod	AP complement	Hsp90 inh	DUSP1 inh	Cdc25B inh	CatB block	tolC growth inh
26: CC1Cc2ccccc2N1Cc1nc2scc(-c3cccs3)c2c(=O)[nH]1 (stereo not drawn)
    4	3	0.94	14	.	15	8	7	20
27: COc1cc2c(C(=O)NC3CCCCCC3)cn(C)c(=O)c2cc1OC
    0	5	0.5	14	-4	28	-1	-1	-8
28: COc1ccc(CNC(=O)C2CCN(S(=O)(=O)c3ccc(-c4nn[nH]n4)cc3)CC2)cc1
    -1	-1	0.57	28	2	-12	-2	-4	-28
29: CC(=O)Nc1ccc(S(=O)(=O)NCc2cn3c(C)csc3n2)cc1
    5	5	0.83	-6	-10	-2	-8	4	-6
30: COc1cc(OC)c(NC(=O)c2ccoc2C)cc1Cl
    0	5	-0.54	5	-4	2	-19	3	1
31: CCOC(=O)N1CCN(C(=O)CSc2nnc(Cc3cccn3C)n2CCc2ccccc2)CC1
    9	2	-0.13	13	-6	27	-21	-4	4
32: O=C(NCc1ccccc1F)C1CCN(C(=O)NCc2ccccc2)CC1
    -2	-3	-0.0092	33*	-3	-19	-1	3	-17
33: COc1ccc(C2(C(=O)Nc3ccc(C(=O)N4CCOCC4)cc3)CCOCC2)cc1
    -7	1	0.19	17	-4	-10	0	-1	-31
34: O=C(O)C1CSC2(c3ccc4c(c3)OCCO4)CCC(=O)N12 (stereo not drawn)
    10	9	0.53	-5	0	15	-9	1	-22
35: CC1(C)CC(=O)C=C(Nc2ccc(S(N)(=O)=O)cc2)C1
    2	5	-0.24	21	4	0	-1	4	0
36: CNc1csc(C)c(C)c1=O
    2	-5	.	6	0	-10	-4	3	-19
37: CSCCC(NC(=O)C1CCC(C)CC1)C(=O)NCCN1CCOCC1 (stereo not drawn)
    3	5	0.035	10	-3	-3	-13	4	-13
38: O=S(=O)(Nc1ccc(N2CCCCC2)cc1)c1cccc2cccnc12
    1	7	0.18	7	-2	3	1	1	5
39: Cc1cccc(N2CC(C)Cn3c2nc2c3c(=O)n(CC(=O)OCc3ccccc3)c(=O)n2C)c1 (stereo not drawn)
    8	10	-1.2	15	-1	22	0	1	38
40: N=c1nc(SCCC(=O)O)ss1
    -2	10	-1.7	9	-2	1	-8	-4	-21
41: CCS(=O)(=O)c1ccc2oc(SCC(=O)NCCC3=CCCCC3)nc2c1
    37	-5	-0.12	16	0	21	6	-2	6
42: COc1cc(OC)c(OC)cc1CN1CCCC(C(=O)N2CCCCC2)C1 (stereo not drawn)
    4	6	-0.017	9	-1	-15	0	6	11
43: CCOC(=O)N1CCC2(CC1)C(C(=O)C13CC4CC(CC(C4)C1)C3)C2(C#N)C#N (stereo not drawn)
    0	6	.	-7	0	18	-8	-2	.
44: COc1ccccc1NC(=O)CC(=O)CSc1nnc(-c2ccc(C)cc2)n1C
    6	10	.	5	-5	2	-1	-2	0
45: CC(C)Cn1c(CN(C)Cc2ccccc2)nc2c1c(=O)n(C)c(=O)n2C
    3	6	-0.85	13	-4	2	-5	-3	2
46: CC1=C(C(=O)Nc2ccccc2)C(c2ccccc2)N2C(=O)CSC2=N1 (stereo not drawn)
    1	2	-1.1	11	6	0	-3	-2	-14
47: CCc1nnc(NC(=O)CSc2nnc(Cc3cccn3C)n2CCOC)s1
    -8	7	.	19	-4	9	-12	2	-11
48: CC(=O)C1=C(O)C(=O)N(C2CCCCC2)C1c1ccccc1 (stereo not drawn)
    6	5	-1.2	12	-1	0	-5	-3	-22
49: CN(C)CCN1C(=O)C(O)=C(C(=O)c2cc3ccccc3o2)C1c1ccc(N(C)C)cc1 (stereo not drawn)
    5	4	0.54	13	-8	5	-52	1	-27
50: CC1CCCCC1NC(=O)C1CCN(S(=O)(=O)N2CCC3(CC2)OCCO3)CC1 (stereo not drawn)
    0	3	0.58	10	0	23	8	0	-9
51: CN(CC(=O)NCCc1ccccc1)S(=O)(=O)c1cccs1
    6	7	0.75	7	-2	5	-5	4	-10
52: C/C(Cl)=C\Cn1c(NCCCn2ccnc2)nc2c1c(=O)n(C)c(=O)n2C
    1	10	-0.23	1	-2	-12	7	-2	-12
53: CC(C)CNc1nc2c(c(=O)n(C)c(=O)n2C)n1Cc1cccc(Br)c1
    .	4	.	.	-1	-12	-31	2	10
54: Cc1cc(C)nc(Sc2nc(C)nc3c2oc2ccccc23)n1
    3	0	1.6	-6	-6	-38	-8	-2	16
55: CN(C)c1nc(OCC(=O)NC(C)(C)C)nc(N(C)C)n1
    4	6	-0.23	12	-6	25	1	5	13
56: CCCCNC(=O)C1c2cc(OC)c(OC)cc2C(=O)N(C)C1c1ccc(OC)cc1 (stereo not drawn)
    -2	7	1.7	-1	.	14	-13	2	-17
57: Cc1cccc(NC(=O)C2CCCN(C(=O)Nc3ccccc3)C2)c1C (stereo not drawn)
    4	-7	-0.17	16	3	-10	-3	1	-3
58: COc1cccc(C(=O)N(Cc2ccco2)Cc2cc3cccc(C)c3[nH]c2=O)c1
    0	5	-0.091	0	0	-5	-4	-5	11
59: COc1ccccc1CNC(=O)C1CCN(S(C)(=O)=O)CC1
    4	.	-0.57	36*	1	15	1	5	-13
60: COC(=O)CCCCC1SCC(NC(=O)OC)C1NC(=O)OC (stereo not drawn)
    -2	2	-1.2	-2	-3	21	1	5	-15

# Other records follow.
# The line under a structure holds: CatB mixtures	E coli RNAP	D1 allo mod	AP complement	Hsp90 inh	DUSP1 inh	Cdc25B inh	CatB block	tolC growth inh
61: CCc1ccc(-c2nc(CN3CCCC(C(=O)NCCc4ccc(OC)c(OC)c4)C3)c(C)o2)cc1 (stereo not drawn)
    8	8	-1.1	10	-4	36	-33	-1	28
62: COc1ccc(NC(=O)CSc2nc3c(c(=O)[nH]2)CCC3)cc1OC
    2	6	-0.37	2	1	4	0	4	-14
63: COC(=O)CCC(=O)Nc1ccc(C)cc1OC(=O)CCC(=O)OC
    6	7	-0.62	1	.	15	-11	2	-12
64: COc1ccc(NC(=O)CSc2nnc(-c3ccccn3)n2N)cc1
    1	12	0.77	6	.	4	-6	2	-7
65: CC(=O)c1cccc(NC(=O)c2ccc(NS(C)(=O)=O)cc2)c1
    4	13	-0.32	8	-4	-3	-11	0	1
66: O=C1CC(c2ccccc2)n2nc(NS(=O)(=O)c3ccccc3)nc2N1 (stereo not drawn)
    .	-6	0.22	.	-4	-27	9	0	9
67: COc1cccc(Cn2nnc3c(=O)[nH]c(C4CCCN(C(=O)c5ccccc5Cl)C4)nc32)c1 (stereo not drawn)
    2	7	3*	16	-2	34	18	2	13
68: O=C(Nc1ccc2c(c1)OCCO2)c1cnc2ccccn2c1=O
    .	.	-0.12	.	0	9	-3	.	-11
69: COC(=O)CCSc1nccn1Cc1ccccc1
    0	2	0.24	1	2	-3	-2	1	-24
70: COc1ccc(-c2noc(-c3ccccc3Cl)n2)cc1OC
    7	3	0.24	13	3	16	-5	-5	-4
71: O=C(Cn1c(-c2ccc(Cl)cc2)noc1=O)N1CCN(c2ccccc2F)CC1
    -2	.	0.8	5	-1	12	-6	1	-14
72: COC(=O)CSc1nc(C(C)C)nc2ccccc12
    4	3	2	16	-7	0	2	1	13

# Random draw from the library; overall some 7.6% were active at least once.
